TSHR antag = Antagonists of the Thyroid Stimulating Hormone Receptor: HTS campaign; Thyrotropin receptor (Homo sapiens), P16473; TSHR-expressing cells, TSH-stimulated cAMP HTRF, 2 h; hits give low values; activity change, negative = inhibition, % at 11.5 µM; actives 0.2% (n = 330,000);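 active = activity change below a set negative limit, meaning inhibition stronger than a set level, cut at about -70% in these data; inconclusive = activity change between two set negative limits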; note: % is set by controls: 0 for no effect and ±100 for the full control effect
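Inhibition of cAMP made by TSHR-expressing cells under TSH stimulation (4nM final, EC80; 2 h, 37 deg C) is quantified with a one-step lysis HTRF kit, anti-cAMP cryptate versus cAMP-d2.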
Eya2 phos inh = qHTS Assay for Inhibitors of the Phosphatase Activity of Eya2; Protein phosphatase EYA2 (Homo sapiens), O00167; recombinant Eya2, OMFP fluorescence dephosphorylation (OMFP is methylfluorescein phosphate); Potency, µM (titrated, usually from 76.9 µM), for the others: at the highest dose activity, negative = inhibition, hits mostly inhibitors; actives 0.006% (n = 330,000); AID 488837, 2010; note: potency is the fitted concentration of half-maximal effect; % is set by controls: 0 for no effect and ±100 for the full control effect
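Eya2 protein (added as 0.2 uM solution) was preincubated with compound for 10 min at ambient temperature in 50 mM HEPES pH 7.5, 50 mM NaCl, 5 uM MgCl2, 0.05% BSA, 1 mM DTT. OMFP (added at 50 uM) then reacted 10 min; fluorescence read at 485/525 nm.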
ELG1 repair inh = qHTS screen for small molecules that inhibit ELG1-dependent DNA repair in human embryonic kidney (HEK293T) cells expressing luciferase-tagged ELG1. HEK293T ELG1-luciferase reporter, luminescence, 16 h; DNA damage induced by 5-fluorouridine. Potency, µM (doses to about 46.1 µM), for inactives: top-dose activity change, negative = inhibition, most hits filed as inhibitors. actives 2.3% (n = 330,000); note: potency is the fitted concentration of half-maximal effect; % is set by controls: 0 for no effect and ±100 for the full control effect; nearly all actives have a fitted effect of over 55% in size
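DMSO vehicle served as the neutral condition. Each well held 2,000 cells given 5-fluorouridine plus compound; after 16 hr at 37 °C/5% CO2, ONE-Glo was added and luciferase measured 30 min later.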
ASM inhibitor = Inhibitors of Secretory Acid Sphingomyelinase (S-ASM): qHTS | Sphingomyelin phosphodiesterase (Homo sapiens), P17405 | placental ASM, HMU-PC fluorogenic substrate, 60 min | Potency, µM (titrated, usually from 57.5 µM), inactives show at the highest dose activity change, negative = inhibition, actives largely listed as inhibitors | actives 0.006% (n = 340,000); note: potency is the fitted concentration of half-maximal effect
Target sequence (P17405 47-631 limits assumed): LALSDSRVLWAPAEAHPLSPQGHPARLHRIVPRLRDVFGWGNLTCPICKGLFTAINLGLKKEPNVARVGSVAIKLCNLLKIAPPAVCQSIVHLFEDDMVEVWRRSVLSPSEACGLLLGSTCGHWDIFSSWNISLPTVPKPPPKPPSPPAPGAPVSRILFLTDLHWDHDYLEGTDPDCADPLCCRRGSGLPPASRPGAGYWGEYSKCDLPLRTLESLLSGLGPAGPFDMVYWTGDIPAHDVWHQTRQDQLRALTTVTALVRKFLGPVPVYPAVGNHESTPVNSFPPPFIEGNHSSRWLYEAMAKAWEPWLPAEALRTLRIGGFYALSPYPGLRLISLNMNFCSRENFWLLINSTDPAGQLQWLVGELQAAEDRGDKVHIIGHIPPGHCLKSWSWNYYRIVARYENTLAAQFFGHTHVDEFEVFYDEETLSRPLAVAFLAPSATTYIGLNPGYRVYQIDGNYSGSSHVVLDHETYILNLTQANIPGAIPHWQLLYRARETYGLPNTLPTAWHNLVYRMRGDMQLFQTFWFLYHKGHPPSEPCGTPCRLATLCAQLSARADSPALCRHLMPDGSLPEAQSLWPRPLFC
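Fluorescence read-out (Ex 386 nm, Em 447 nm) after stopping the reaction at pH 10. Enzyme: ASM from human placenta; substrate HMU-PC0, 9 uM final; 60 min, 37 °C. Compound preincubation 10 min, ambient temperature.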
Chronic BCR inh = qHTS Assay to Find Inhibitors of Chronic Active B-Cell Receptor Signaling; ABC-DLBCL IkBa-CBG/CBR reporter, luminescence ratio, 4 h; Potency, µM (doses to about 46.1 µM), inactives show at the highest dose ratio change, negative = lower green/red ratio, hits mostly inhibitors; actives 0.05% (n = 340,000); active = well fitted inhibition curve with a large enough effect in the signal ratio, with a control signal flat, not every such curve was filed as active; inconclusive = small, poorly fitted or top-dose-only effect, or effect the other way, or a change in a side signal; the % refers to the signal ratio;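 note: potency is the fitted concentration of half-maximal effect; plate controls were basal doxycycline-induced cells for no effect and cells given 10 µM MG132 for full effect; MG132 reads +100%, hits lower the ratio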
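TMD8 human ABC-DLBCL cells with doxycycline-inducible IκBα–green luciferase fusion and unfused red luciferase, in 0.5% FBS medium; compounds up to 46 uM, 4 h at 37C. Green/red luminescence ratio, filter-overlap corrected, fitted to concentration-response curves.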
Mito fusion act = qHTS Assay for Small Molecule Inhibitors of Mitochondrial Division or Activators of Mitochondrial Fusion; S. cerevisiae fusion-defective mutant growth rescue, CellTiterGlo 48 h; Potency, µM (highest dose often 46.1 µM), inactives show at the top dose growth rescue (activation), most hits filed as activators; actives 0.23% (n = 320,000); AID 485298, 2010;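 note: potency is the fitted concentration of half-maximal effect; % of control where 0% means no effect; nearly all actives have a fitted effect of over 45% in size; temperature-sensitive fusion mutants such as fzo1-1 at 37 °C on non-fermentable ethanol glycerol medium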
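Compounds are tested for their ability to restore growth of mitochondrial fusion-defective yeast strains at non-permissive 37C in YPEG medium over 48 hours. Viability is quantified by luciferase luminescence.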
TCR activator = Activators of T cell receptors: qHTS campaign. Potency, µM (titrated, usually from 9.22 µM), without a hit: at the top dose activation of IL-2 secretion, hits mostly activators. primary human leukocytes, anti-CD3, IL-2 HTRF, 48 h. AID 504894, 2011. 330,000 tested, under 10 active; note: % of control where 0% means no effect
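Readout: HTRF IL-2, Eu-cryptate/d2 antibody pair, 320nm excitation, 665nm emission. Stimulus: a-CD3 beads, no co-stimulation. Cells: primary human leukocytes. Exposure: 48 hr with compound.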
Integrin act MD = qHTS for Activators of Integrin-Mediated Alleviation for Muscular Dystrophy | alpha7betagal myoblasts, beta-gal FDG fluorescence, 48 h | Potency, µM (doses to about 38.3 µM), without a hit: at the top dose activation, actives largely listed as activators | actives 0.064% (n = 350,000) | AID 624291, 2012;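 note: potency is the fitted concentration of half-maximal effect; 100% = response of the positive control SU9516; nearly all actives have a fitted effect of over 60% in size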
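alpha7betagal+/- myoblasts (passage 13, 250/well) treated 48 h at 37C with compounds at 1:260 dilution of DMSO stock. Lysed, then beta-galactosidase activity read as FDG fluorescence (ex 480/em 540) after 30 min, with pre-read for autofluorescence.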
Tb PFK inh = qHTS Assay to Find Inhibitors of T. brucei phosphofructokinase | ATP-dependent 6-phosphofructokinase (Trypanosoma brucei brucei), O15648 | T. brucei PFK, ADP-Glo luminescence | Potency, µM (doses to about 57.5 µM), for inactives: at the top dose activity, negative = inhibition, most hits filed as inhibitors | actives 0.17% (n = 330,000) | AID 485367, 2010;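 note: potency is the fitted concentration of half-maximal effect; 0% = uninhibited 1x PFK enzyme wells and -100% = no-enzyme wells; nearly all actives have a fitted effect of over 60% in size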
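ADP-Glo luminescence quantified ADP after 45 min at room temperature, with 1.25 nM T. brucei PFK, 0.1 mM ATP and 0.5 mM fructose-6-phosphate in pH 8.0 TEA buffer. qHTS titrations up to 57 µM; curves classified by quality.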
TSG101-PTAP inh = qHTS Assay for Iinhibitors of HIV-1 Budding by Blocking the Interaction of PTAP/TSG101. Tumor susceptibility gene 101 protein (Homo sapiens), Q99816. Fluorescence polarization, FITC-PTAP peptide / Tsg101 binding. Potency, µM (top dose mostly 115 µM), for inactives: top-dose activity change, negative = inhibition, usual class: inhibitors. 340,000 tested, under 10 active; active = well fitted inhibition curve with a large enough effect in the main read-out, with a control signal flat, not every such curve was filed as active; inconclusive = small, poorly fitted or top-dose-only effect, or effect the other way, or a change in a side signal; inactive = no such curve, though single readings can be large or run the other way; note: potency is the fitted concentration of half-maximal effect; % of control where 0% means no effect
Target sequence (Q99816 whole entry, looked up): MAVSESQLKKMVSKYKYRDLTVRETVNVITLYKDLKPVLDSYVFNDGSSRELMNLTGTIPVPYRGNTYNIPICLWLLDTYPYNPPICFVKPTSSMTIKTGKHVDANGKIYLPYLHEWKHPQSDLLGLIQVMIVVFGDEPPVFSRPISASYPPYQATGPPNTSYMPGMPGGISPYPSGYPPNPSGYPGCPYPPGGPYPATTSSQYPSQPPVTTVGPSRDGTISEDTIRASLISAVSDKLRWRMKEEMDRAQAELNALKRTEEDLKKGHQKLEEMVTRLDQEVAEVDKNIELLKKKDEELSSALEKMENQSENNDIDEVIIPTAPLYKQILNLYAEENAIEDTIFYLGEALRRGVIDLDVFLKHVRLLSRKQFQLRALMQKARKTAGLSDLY
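Steps: Tsg101 binding domain dispensed (10 uM final), compounds pinned in DMSO, FITC-labeled PTAP-motif peptide added (50 nM final); after 20 min binding at room temperature, polarization measured.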
AT treatment = qHTS Assay for Identifying a Potential Treatment of Ataxia-Telangiectasia. actives 0.19% (n = 320,000). […] A-T fibroblasts, KAP-1 phosphorylation AlphaLISA; neocarzinostatin DNA damage 30 min before lysis. Potency, µM (top dose mostly 57.5 µM), inactives show at the top dose activation, actives largely listed as activators; note: potency is the fitted concentration of half-maximal effect; % of control where 0% means no effect; nearly all actives have a fitted effect of over 45% in size
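hTERT-immortalized A-T patient fibroblasts ([…]), 500 cells/well in OPTI-MEM, 1% FBS, got compounds for 60 min, then NCS for 30 min at 37C. Lysates were then assayed for phospho-KAP-1 by AlphaLISA (anti-pKAP1 donor, anti-KAP1 acceptor beads), 6 hr at 25C.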
Numbers without * were called inactive; ? = inconclusive; / = not tested or not shown; [ ] = remark or other dose. Unless noted, calls come from the whole dose curve; as a rule, active = well fitted curve in the direction sought with a large enough effect; inconclusive = small, poorly fitted or top-dose-only effect, or another doubt; inactive = no such curve, though single readings can be large; an effect the other way counts as inactive or inconclusive.

molecule	TSHR antag	ELG1 repair inh	TSG101-PTAP inh	ASM inhibitor	Chronic BCR inh	Eya2 phos inh	Integrin act MD	Mito fusion act	AT treatment	TCR activator	Tb PFK inh
c1ccc(CNc2ncnc3sc4c(c23)CCC4)nc1	-3.6	?	-3.5%	7.0%	-5.0%	5.4%	-2.5%	-12.5%	-0.5%	-2.1%	0.3%
NNC(=O)Cn1c(-c2ccccc2)cc2ccccc21	16.4	12.1%	1.7%	7.2%	13.9%	12.2%	14.5%	-8.6%	13.9%	/	-8.4%
Cc1ccc2c(COC(=O)c3cnc(C)cn3)cc(=O)oc2c1	7.0	7.7%	/	/	?	14.2%	/	1.6%	-0.7%	/	1.9%
Cc1ccc(OCC(=O)NNC(=O)CSc2nnc(-c3ccc(C)cc3)n2C)cc1	3.7	27.2%	-2.0%	1.2%	0.1%	-9.9%	-16.3%	-5.2%	6.0%	3.2%[46.1 µM]	1.5%
CCC(=O)N1CCc2cc(S(=O)(=O)NCCC(=O)N3CC=C(c4ccccc4)CC3)ccc21	-5.3	?	/	/	2.8%	12.3%	/	12.3%	0.3%	/	0.5%
Cc1cc(N2CCN(C)CC2)nc2ccc(NC(=S)N3CCN(c4ccccn4)CC3)cc12	-4.3	?	-5.7%	73.5%[activator]	?	-2.1%	-53.8%[inhibitor]	-4.7%	1.9%	-4.5%	-0.1%
CC(=O)c1ccc(N=C2SCCCN2C(=O)C2CCCCC2)cc1	-7.8	12.4%	-2.9%	-2.1%	-9.8%	-5.2%	23.1%	-1.3%	2.7%	-2.8%	2.5%
Cc1cccc(N(CC(=O)Nc2c(C)n(C)n(-c3ccccc3)c2=O)S(C)(=O)=O)c1C	-4.8	-0.7%	1.5%	5.3%	2.6%	-23.0%	0.0%	-1.0%	-2.9%	-9.7%	4.4%
CC1CC(C)CN(C(=O)c2ccccc2Nc2ccc(SC(F)F)cc2)C1 (stereo not drawn)	5.0	2.1%	-7.3%	-9.3%	15.7%	-11.5%	21.9%	-4.1%	4.3%	/	0.3%
CCCCCCCCc1nc(SCC(C)=O)n[nH]1	-4.8	-2.8%	1.5%	-2.7%	1.5%	3.0%	6.4%	-0.6%	-5.7%	-1.3%	-0.7%
O=C(NCc1ccc(N2CCCC2=O)cc1)Nc1ccccc1	3.0	?	0.0%	-2.5%	1.6%	0.5%	-1.1%	-3.5%	-1.3%	-1.5%	-0.6%
COc1ccc(-c2nnc3ccc(SC(C(C)=O)C(C)=O)nn23)cc1OC	/	?	-7.9%	-6.7%	-7.3%	-7.5%	28.3%	0.9%	-28.8%	20.6%	-0.3%
O=C1CC2(CCN(C(=O)COc3ccc(Cl)cc3)CC2)Oc2ccccc21	3.9	?	-2.0%	-5.9%	?	15.1%	4.7%	15.0%	-4.6%	-57.2%	-6.8%
CCOC(=O)NNc1ccccc1	8.1	?	-10.7%	1.2%	0.3%	20.5%	10.5%	1.4%	-2.5%	-3.4%	-4.5%
O=C(COc1ccccc1CNCc1ccccc1)Nc1ccccc1	1.6	-8.8%	-3.4%	2.4%	-16.7%	10.3%	-31.6%	-5.8%	4.2%	4.1%	1.9%
Cc1ccc(C2NC(=O)c3c(sc4c3CCN(C)C4)N2)o1 (stereo not drawn)	8.2	5.7%	-15.9%	384.7%[activator]	3.1%	-4.6%[15.4 µM]	-29.0%	1.3%	-2.3%	5.9%	-1.4%
COc1ccccc1/C=C/C=N/Nc1cccc(C(=O)O)c1	-4.2	?	-1.7%	85.3%[activator]	?	-18.2%	7.4%	0.4%	8.4%	-2.2%	0.3%
Cc1cc(NC(=O)c2cccc(C(=O)Nc3cc(C)on3)n2)no1	25.6	?	-1.9%	4.9%	?	-26.7%	12.8%	4.8%	26.1%	-6.8%	23.1%
O=C(/C=C/c1ccc(F)cc1)NCCCN1CCN(CCCNC(=O)/C=C/c2ccc(F)cc2)CC1	13.3	-1.9%	0.5%	8.8%	?	-3.3%	-27.0%	19.3%	-4.6%	-0.7%[46.1 µM]	-1.2%
COc1ccccc1Cn1c(=S)[nH]c2cc(C(=O)N3CCCC3)ccc2c1=O	11.7	?	-2.8%	6.1%	-6.4%	-14.5%	-15.4%	-4.0%	6.5%	-3.4%	0.9%
CCn1cc(CN2CCCC(C(=O)Nc3ccc(-c4cscn4)cc3)C2)c(C)n1 (stereo not drawn)	6.8	18.6%	1.2%	-2.9%	-6.4%	-5.4%	25.9%	-3.6%	-1.0%	4.8%	-3.4%
O=C1CCC(/C=C/c2ccccc2)=NN1Cc1ccc(F)cc1	-12.7	-4.2%	-0.1%	4.0%	-6.8%	-11.8%	19.6%	3.4%	0.5%	1.6%	-0.7%
O=C(O)c1ccccc1-c1ccccc1C(=O)Nc1cccc(O)c1	-8.4	8.6%	-5.7%	-0.2%	-0.6%	1.8%	-15.2%	?	7.4%	11.1%	1.8%
CC(C)SCCCOc1ccc(C(C)(C)C)cc1	-7.1	?	0.1%	1.0%	-15.2%	-5.5%	0.4%	3.2%	-1.6%	-6.1%	1.0%
Cn1c(NC(=O)c2ccc(S(=O)(=O)N3CCCCC3)cc2)cc(=O)n(C)c1=O	12.7	-11.4%	5.8%	8.3%	-7.0%	-12.1%	24.6%	-1.3%	-8.5%	-3.0%[46.1 µM]	-1.4%
Cc1nn(CCc2nn[nH]n2)c2nc(-c3ccc(C4CCCCC4)cc3)cc(C(F)(F)F)c12	-41.5	12.9%	-5.4%	38.5%[activator]	0.4%	1.4%	-9.0%	6.1%	-5.5%	6.9%	2.1%
CC1(C)CC2CC(C)(CN2C(=O)COC(=O)c2ccc(O)cc2O)C1 (stereo not drawn)	/	24.2%	-5.6%	0.1%	6.7%	-3.0%	10.5%	/	-6.6%	1.6%	-0.2%
CN(C)c1ccc(P(=O)(Nc2ccccc2)N2CCOCC2)c(NC(=O)c2cccs2)c1 (stereo not drawn)	96.4	?	-0.1%	-15.1%	1.7%	-3.8%	0.0%	4.9%	5.4%	0.1%[46.1 µM]	1.6%
CCn1cnc2sc(-c3ccccc3)cc2c1=O	-16.6	?	0.3%	2.1%	?	-6.3%	15.5%	15.3%	-0.6%	-1.0%	0.0%
Cc1cc(Cl)ccc1NC(=O)COC(=O)CCNS(=O)(=O)c1ccccc1	-18.9	18.1%	-3.7%	1.6%	0.1%	0.9%	-21.7%	-2.4%	0.5%	-19.0%	-8.2%
NNC(=O)CN1C(CN2CCOCC2)=Nc2ccc(Br)cc2C1c1ccccc1 (stereo not drawn)	12.8	-26.7%	0.6%	-0.1%	?	4.8%	0.6%	2.2%	3.0%	5.8%	1.9%
CN(C)C(=O)NCc1ccc(S(N)(=O)=O)cc1	3.7	3.1%	-2.0%	4.1%	3.5%	10.9%	12.8%[7.66 µM]	-1.4%	3.7%	0.3%	-8.8%
